UGM FP inh = M. tuberculosis UGM enzyme inhibitors, primary screen, biochemical, fluorescence polarization, single point. inhibition, % at 10 µM. purified UGM, fluorescence polarization probe displacement. AID 504406, 2011. 320,000 compounds, 0.06% hits. UDP-galactopyranose mutase (Mycobacterium tuberculosis (strain ATCC 25618 / H37Rv)), …; in the data active = inhibition above about 10%, passing the limit was not always enough
Target sequence (P9WIQ1 whole entry, looked up): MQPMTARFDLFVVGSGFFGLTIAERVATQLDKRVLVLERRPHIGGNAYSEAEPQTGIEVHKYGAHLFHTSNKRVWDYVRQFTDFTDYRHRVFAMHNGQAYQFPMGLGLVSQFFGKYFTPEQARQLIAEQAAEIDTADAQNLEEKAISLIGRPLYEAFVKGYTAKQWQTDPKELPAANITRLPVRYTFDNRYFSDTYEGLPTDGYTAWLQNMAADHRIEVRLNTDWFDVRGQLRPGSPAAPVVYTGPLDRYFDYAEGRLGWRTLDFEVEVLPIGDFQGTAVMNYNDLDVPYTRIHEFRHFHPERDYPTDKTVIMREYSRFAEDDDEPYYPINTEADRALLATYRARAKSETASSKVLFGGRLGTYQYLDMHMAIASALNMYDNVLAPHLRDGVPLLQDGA
SSB-PriA inh = inhibitors of Klebsiella pneumoniae PriA binding to SSB C-terminal tail, primary screen, biochemical, AlphaScreen; PriA–SSB C-terminal tail interaction (Klebsiella pneumoniae); AlphaScreen SSBct-PriA binding, biotinylated peptide; 430,000 compounds, 0.6% hits; inhibition, % at 33 µM; in the data active = inhibition mostly above about 37%, no sharp cut-off; inactive = mostly below about 20%;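 note: plate controls were negative control peptide for no effect and reference peptide for full effect; strong numbers were not always called active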
Rv3671c inh = Rv3671c serine protease inhibitors, primary screen, biochemical, fluorescence polarization, M. tuberculosis H37Rv. inhibition, % at 5.96 µM. 320,000 compounds, 0.048% hits. P9WHR9; in the data active = inhibition above about 38%;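 note: extracellular domain of Rv3671c used as enzyme; 0% = enzyme with DMSO and 100% = no enzyme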
Target sequence (P9WHR9 whole entry, looked up, the tested form may be a part): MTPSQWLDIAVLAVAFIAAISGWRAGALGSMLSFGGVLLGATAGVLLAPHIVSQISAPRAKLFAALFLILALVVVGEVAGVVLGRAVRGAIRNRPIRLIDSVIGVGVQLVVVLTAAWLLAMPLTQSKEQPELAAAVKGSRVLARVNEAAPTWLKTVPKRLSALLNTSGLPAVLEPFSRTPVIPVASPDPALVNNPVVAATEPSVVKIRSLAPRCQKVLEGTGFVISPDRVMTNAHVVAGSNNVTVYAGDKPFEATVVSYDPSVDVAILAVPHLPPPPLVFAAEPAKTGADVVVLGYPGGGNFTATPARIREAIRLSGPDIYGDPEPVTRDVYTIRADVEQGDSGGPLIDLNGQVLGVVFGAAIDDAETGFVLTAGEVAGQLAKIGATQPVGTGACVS
SARS 3CLpro inh = SARS-CoV 3CLpro protease inhibitors, primary screen, biochemical, quenched FRET; Replicase polyprotein 1ab (Severe acute respiratory syndrome coronavirus), P0C6X7; recombinant SARS-CoV 3CLpro, quenched FRET peptide cleavage; inhibition, % at 6 µM; 290,000 compounds, 0.14% hits; in the data active = inhibition above about 12%
MazEF act = activators of E. coli MazEF toxin-antitoxin RNase, primary screen, biochemical, fluorescence, uHTS. activation, % at 20 µM. FAM/BHQ RNA-DNA oligo cleavage fluorescence, 5 h. 350,000 compounds, 0.32% hits; in the data active = activation above about 50%
Target sequence (P0AE70 whole entry, looked up): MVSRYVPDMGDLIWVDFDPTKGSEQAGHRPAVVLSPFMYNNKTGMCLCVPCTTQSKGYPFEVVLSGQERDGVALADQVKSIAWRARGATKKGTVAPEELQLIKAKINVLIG
VHR inh abs = VHR1 phosphatase inhibitors, primary screen, biochemical, absorbance, uHTS; inhibition, % at 13.3 µM; recombinant VHR phosphatase, pNPP absorbance; 290,000 compounds, 0.52% hits; Dual specificity protein phosphatase 3 (Homo sapiens), P51452; in the data active = inhibition above about 50%; note: some compounds called inactive have numbers as strong as hits
Target sequence (P51452 whole entry, looked up): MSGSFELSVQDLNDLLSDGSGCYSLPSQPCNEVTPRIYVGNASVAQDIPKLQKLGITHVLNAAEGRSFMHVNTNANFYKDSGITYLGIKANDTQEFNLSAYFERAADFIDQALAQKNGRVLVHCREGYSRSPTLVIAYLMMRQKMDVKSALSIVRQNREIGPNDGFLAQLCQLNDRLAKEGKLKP
Vc quorum ag = inducers of Vibrio cholerae quorum light production without autoinducers, primary screen, BH1578 luxS cqsA deficient, single point | V. cholerae BH1578 lux reporter, luminescence, 6 h | AID 588436, 2011 | 350,000 compounds, 0.16% hits | activation, % at 18.7 µM; in the data active = activation mostly above about 9.7%, no sharp cut-off; note: not every result past the cut was called active; inactives centre near 0; reference of the scale not given here
Mtb BioA inh = M. tuberculosis BioA enzyme inhibitors, primary screen, biochemical, plate reader, single point, HTS; 7,8-diaminopelargonic acid synthase BioA (Mycobacterium tuberculosis); purified M. tuberculosis BioA enzyme; inhibition, % at 9.99 µM; 360,000 compounds, 0.096% hits; in the data active = inhibition above about 40%
GDH-TPI counter = GDH-TPI coupling enzyme inhibitors, primary screen, artefact control for M. tuberculosis FBA inhibitor project, biochemical, absorbance, full deck; GDH-TPI coupled enzyme counterscreen, NADH absorbance; inhibition, % at 4.8 µM; 360,000 compounds, 1.2% hits; AID 588335, 2011; in the data active = inhibition above about 30%;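 note: 0% = DMSO wells and 100% = wells lacking the enzyme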
Mtb FBA inh = Mtb FBA enzyme inhibitors, primary screen, biochemical, fluorescence, strain H37Rv; Fructose-bisphosphate aldolase (Mycobacterium tuberculosis (strain ATCC 25618 / H37Rv)), …; purified M. tuberculosis FBA, fluorescence read-out; inhibition, % at 1 µM; 360,000 compounds, 2.3% hits; AID 588726, 2011; in the data active = inhibition above about 27%;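 note: 0% = vehicle and 100% = reference inhibitor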
Starred values were filed as active, the others as inactive; i = inactive; / = not tested or not shown; & = joins results of further samples. These rows are one share of the data, so the mix of outcomes need not match the whole.

SMILES	UGM FP inh	SSB-PriA inh	Rv3671c inh	SARS 3CLpro inh	MazEF act	VHR inh abs	Vc quorum ag	Mtb BioA inh	GDH-TPI counter	Mtb FBA inh
CC(=O)c1c(C)[nH]c(C(=O)OCC(=O)N(C)C)c1C	1.4	-15	7	0	4	15	0.8	0.4	1	1
Clc1ccc2oc(SCc3cccnc3)nc2c1	0.8	-2	-1	0	1	/	0.9	-0.7	1	-2
Cc1ccc(S(=O)(=O)NC2=NCN(CCOC(=O)c3ccc([N+](=O)[O-])cc3)CN2)cc1	-0.5	-9	-5	4	6	27	i	-3.6	13	2
O=C(Nc1ccccc1O)c1ccc(NC(=O)C2CC2)cc1	-3.4	-2	1	-5	8	2	-0.4	-3.6	0	2
O=C(N/N=C/c1cccc(OC(=O)c2cccc(Br)c2)c1)c1cccnc1	-0.3	/	/	-1	28	26	/	7.5	-8	1
CCOC(=O)C1CCCN(C2CC(=O)N(c3ccc(C(C)C)cc3)C2=O)C1 (centres undefined)	-1.2	-4	-8	2	1	21	-0.3	-1.7	6	2
CCOC(=O)c1ccccc1CN1C(=O)c2ccccc2S1(=O)=O	1.1	3	1	4	6	-10	i	0.8	-4	0
Fc1cccc(C2CCCCN2Cc2nc(C3CC3)no2)c1 (centres undefined)	0.1	-15	-10	0	3	11	i	/	-4	0
CC1CC(C)CN(C(=O)CSc2nnc(-c3ccco3)o2)C1 (centres undefined)	2.8	3	-8	-4	6	10	i	-2.8	11	0
Cc1ccc(OCC(=O)Nc2ccc(S(=O)(=O)Nc3ccccn3)cc2)cc1C	2.0	-5	-53	-3	10	2	-0.4	/	3	1
O=C(Cc1cc(=O)[nH][nH]1)N/N=C/c1c(Cl)cccc1Cl	1.7&2.2	/	-61&-69	2&7	1&1	-12&43	-0.4&3.6	/	4&0	-2&-3
CN(Cc1ccccc1)C(=O)c1ccc(NC(=O)Cc2cccc(NC(=O)C3CCN(C(=O)C4CCC4)CC3)c2)cc1	-0.2	4	-7	/	17	/	-0.3	-0.5	-5	4
CC(c1ccccc1)C(NC(=O)OCC1c2ccccc2-c2ccccc21)C(=O)O (centres undefined)	-1.1	-4	-3	/	1	/	1.2	-0.7	0	-1
S=C(NC1CC2CCC1C2)N1CCN(c2cccc(Cl)c2)CC1 (centres undefined)	-0.3	0	4	4	2	13	-0.2	/	-7	-3
CCN1CCN(CCC(=O)Nc2cccc(OC)c2)CC1	-1.4	-5	-4	-1	-9	27	i	-0.9	7	0
Cc1noc(C)c1C(=O)NC(C)c1ccc2c(c1)OCO2 (centres undefined)	-2.7	-14	5	4	-6	4	i	-1.8	6	0
COCCNC(=O)Cn1c(=O)n(CCCCCC(=O)NCc2ccc3c(c2)OCO3)c(=O)c2sccc21	0.6	/	-2	-3	/	10	/	/	/	/
O=C(N/N=C/c1ccco1)c1cccc(NC(=O)c2ccccc2Cl)c1	1.9	/	-12	-7	8	1	i	2.6	32*	-1
CSc1cccc(NC(=O)CSc2ccccc2)c1	2.7	-10	-1	2	5	-4	i	-2.5	-4	-2
CCOC(=O)CC1COc2ccccc2N1C(=O)c1cccc([N+](=O)[O-])c1 (centres undefined)	3.1	5	9	1	5	/	-0.8	0.4	6	1
Cc1[nH]c2ccccc2c1/C=C(/C#N)C(=O)NC(C)C	0.8	-7	-4	-1	-3	8	-8.3	-3.2	7	-3
COc1ccc(N2CCN(S(=O)(=O)c3ccc4c(c3)NC(=O)C(C)C(=O)N4)CC2)cc1 (centres undefined)	0.2	13	12	-1	6	-6	1.2	1.9	4	-3
CN(C)CCNc1ncnc2c1ncn2[C@H]1CN(Cc2cccnc2)C[C@@H](CO)O1	/	/	/	/	/	/	-0.2	-0.6	-4	1
Cc1cc(C)cc(NC(=O)CSc2nnc(-c3ccccc3Br)o2)c1	-1.4	-35	-22	-3	2	44	-3.8	-0.8	6	1
C=CCNC(=O)/C(=C\c1cccc([N+](=O)[O-])c1)NC(=O)c1ccccc1	-4.0	7	-4	-2	-2	4	-0.2	/	1	-1
COc1cc(N2N=C(c3ccccc3)CC2c2ccccc2)c(C=O)cc1C=O (centres undefined)	0.3	-8	2	0	7	8	-0.4	-3.0	20	-1
Cc1nc2[nH]c(=O)n(O)c(=O)c2s1	/	-8	/	/	8	/	i	/	-6	0
CC(C)(C)OC(=O)N1CCc2onc(-c3ccc([N+](=O)[O-])cc3)c2C1=O	/	/	/	/	-14	/	i	-0.6	15	0
COc1cccc(C(=O)NC2CCN(CC(=O)NCc3ccccc3OC)CC2)c1	1.0	-1	-3	-2	0	4	i	-0.5	11	-1
CCOc1ccc(C(=O)NNC(=O)CN2C(=O)NC3(CCCC3)C2=O)cc1	0.7	-19	-11	/	7	/	i	-1.4	6	0
Cc1ccc(C(NC(=O)c2ccccc2S(C)(=O)=O)c2ccccc2)cc1 (centres undefined)	3.6	7	-2	-4	4	-3	-0.3	1.1	7	-1
CC(C)N1OC2CC1c1nc3ccccc3n1C2 (centres undefined)	-1.9	-10	-6	/	-1	-12	-0.6	-0.4	12	1
N#C/C(=C\c1ccncc1)c1nc2c(s1)CCCC2	-0.4	3	6	4	-3	7	-0.3	/	13	25
COc1cc(/C=N/NC(=O)c2ccc(-c3ccccc3)cc2)cc(OC)c1OC	-1.7	/	13	-3	6	21	-0.4	/	9	2
COc1ccc(C(=O)COc2ncnc3cc(Cl)ccc23)cc1	7.0	-2	3	-2	2	16	-0.5	-0.8	5	-1
CCN(C[C@H]1N[C@@](C)(C(=O)OC)[C@H]2C(=O)N(Cc3ccccc3)C(=O)[C@@H]12)C(=O)c1ccc(F)cc1	/	5	4	/	0	/	1.0	-1.5	-8	1
N#CC1(NC(=O)CN2C(=O)c3ccc([N+](=O)[O-])cc3C2=O)CCCCC1	2.6	1	7	/	-2	/	-0.7	-1.4	9	4
O=[N+]([O-])c1cc(S(=O)(=O)NC2=NCCCCC2)ccc1NCC1CCCCC1	-0.8	41*	5	1	2	2	1.5	/	-6	5
O=C(C[n+]1ccc(-c2nnc3n2CCC3)cc1)c1ccc(Cl)c(Cl)c1	0.3	-3	7	-6	7	13	-0.4	4.5	-3	7
O=C(Nc1ccncc1)Nc1cc(Cl)ccc1Cl	3.1	-10	/	0	6	14	-1.9	-1.6	-2	2
COc1cc(C=O)ccc1OCc1c(C)noc1C	3.8	-8	3	-7	2	24	-5.6	1.9	-11	-1
CC(C)C(=O)Nc1c(-c2ccccc2)c(=O)c2ccccc2n1C	3.7	-15	4	1	-2	1	i	/	7	-1
NC(=O)COC(=O)/C=C/c1ccc2ccccc2n1	-0.6	-11	-4	5	-11	17	-0.5	/	3	-1
CC(=O)c1c(NC(=O)c2ccccc2)[nH]c(-c2ccccc2)nc1=S	0.7	-20	-6	3	2	21	i	/	-1	9
NC(=O)CC1(c2ccccc2)CCCCC1	/	/	/	/	4	/	-5.9	-0.3	-3	0
CN1CCN(c2ccccc2NC(=O)c2cc3ccccc3o2)CC1	-1.6	0	-2	0	-1	37	i	0.7	16	2
CSc1nc2ccc(NC(=O)CS(=O)(=O)c3ccccc3)cc2s1	/	/	/	/	5	/	i	0.0	10	0
O=c1cnn(Cc2ccc(Cl)c(Cl)c2)c2ccccc12	1.2	-4	7	4	0	2	-0.2	0.1	16	-1
Cc1ccc(C(=O)NCCCNC(=O)COc2ccc(Cl)cc2)cn1	1.5	0	6	2	5	20	i	5.1	0	1
CC1CCCCC1NC(=O)c1c(O)nc2ccccn2c1=O (centres undefined)	-0.3	-6&3	6	/	1	/	i	0.9	12	9
(cont.)
SMILES	UGM FP inh	SSB-PriA inh	Rv3671c inh	SARS 3CLpro inh	MazEF act	VHR inh abs	Vc quorum ag	Mtb BioA inh	GDH-TPI counter	Mtb FBA inh
COc1cc(OC)c(C(=O)Oc2ccc3c(c2)OCO3)cc1OC	0.3	-3	-1	-1	-1	0	-7.1	-0.1	8	-3
Cc1ccc(S(=O)(=O)Nc2ccccc2N2CCCCC2)cc1	-0.3	-15	2	/	-4	/	i	-0.9	4	1
COc1cccc(OC)c1C(=O)Nc1ccc2c(c1)N(S(=O)(=O)c1cccs1)CCC2	-3.6	-6	-6	1	-1	4	i	-1.5	-10	4
COc1ccc(/C=N/NC(=O)CCc2n[nH]c(=O)[nH]c2=O)cc1OC	-2.2	/	8	2	2	4	i	-0.6	16	1
CC(C)=CC(O)C/C(C)=C/COc1ccc2ccc(=O)oc2c1 (centres undefined)	0.7	-17	8	/	7	-1	-0.7	5.6	17	83*
COc1ccc2nc(SCC(=O)Nc3cc(OC)c(OC)cc3C(=O)O)c(C)cc2c1	3.9	-9	-2	0	3	47	i	0.6	10	18
O=C(CCCNC(=O)/C(=C/c1ccccc1F)NC(=O)c1ccccc1)OCc1ccccc1	-2.2	-2	1	3	-6	-4	-0.5	/	-2	-1
CC(Sc1nnc(-c2cccnc2)o1)C(=O)NC1CCCC1 (centres undefined)	-1.1	-2	1	/	-3	/	-1.3	5.1	10	0
COc1ccc(CCn2c(=S)[nH]c3cc(C(=O)NCc4ccco4)ccc3c2=O)cc1OC	-0.5	7	-17	4	5	8	i	-1.6	-6	0
CCC(C(=O)NCc1ccccn1)n1c2ccccc2c2nc(=O)cc(C)n21 (centres undefined)	-0.7	3	-9	1	6	48	-0.4	-1.2	1	5

An excerpt from above in order of SMILES length, smallest number first:
SMILES	UGM FP inh	SSB-PriA inh	Rv3671c inh	SARS 3CLpro inh	MazEF act	VHR inh abs	Vc quorum ag	Mtb BioA inh	GDH-TPI counter	Mtb FBA inh
NC(=O)CC1(c2ccccc2)CCCCC1	/	/	/	/	4	/	-5.9	-0.3	-3	0
O=C(Nc1ccncc1)Nc1cc(Cl)ccc1Cl	3.1	-10	/	0	6	14	-1.9	-1.6	-2	2
Cc1ccc(S(=O)(=O)Nc2ccccc2N2CCCCC2)cc1	-0.3	-15	2	/	-4	/	i	-0.9	4	1
CN(C)CCNc1ncnc2c1ncn2[C@H]1CN(Cc2cccnc2)C[C@@H](CO)O1	/	/	/	/	/	/	-0.2	-0.6	-4	1

(listing goes on)
SMILES	UGM FP inh	SSB-PriA inh	Rv3671c inh	SARS 3CLpro inh	MazEF act	VHR inh abs	Vc quorum ag	Mtb BioA inh	GDH-TPI counter	Mtb FBA inh
CCOC(=O)C(Oc1ccc2c(-c3ccccc3)cc(=O)oc2c1)c1ccccc1 (centres undefined)	-4.3	-35	-10	4	-3	-7	-0.6	-1.2	5	-1
COc1ccc(C2=Nn3c(nnc3-c3ccccc3OC)SC2)cc1OC1CCOC1 (centres undefined)	4.3	1	9	/	2	/	-0.7	4.1	23	3
CCN(CC)S(=O)(=O)c1ccc(OC)c(NC(=O)c2cccc(C)c2[N+](=O)[O-])c1	-0.3	-4	-6	0	6	8	-0.9	-1.0	0	2
CC(=O)N(C)C[C@H]1Oc2cc(Br)ccc2S(=O)(=O)N([C@H](C)CO)C[C@@H]1C	/	/	/	/	4	/	-0.8	-1.0&-1.5&-1.2	4	2
O=C(COC(=O)c1cnccn1)Nc1ccc2c(c1)OCO2	-1.7	-8	-1	0	1	6	-2.8	0.2	6	0
COc1cccc(NC(=O)COC(=O)CC2CC3CCC2C3)c1 (centres undefined)	1.1	-5	-4	/	3	/	-1.2	0.2	13	1
N#CC1(c2ccccc2)CCN(C2CC(=O)N(c3cccc(F)c3)C2=O)CC1 (centres undefined)	5.4	-19	5	2	7	40	i	8.1	-1	0
COC(=O)C1=C(c2cccc(Cl)c2)C[C@@H]2CC[C@H]1N2C(=O)NCC1CC1	0.5	-29	4	/	3	/	-0.4	0.2	9	1

From PubChem BioAssay
